Source: PubChem BioAssay (several laboratories)
Wnt bcat act: Wnt/beta-catenin pathway activation | activation, % at 9.35 µM | Wnt/beta-catenin reporter cell assay, activator, plate reader | AID 743398 | hit rate 1.2% among 300,000; in the data active = activation above about 30%, passing the limit was not always enough;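 note: 0% = neutral control wells and 100% = positive control wells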
phage Ecoli inh: E. coli growth loss with phage present | growth absorbance | inhibition, % at 11.9 µM | hit rate 0.26% among 360,000; in the data active = inhibition above about 11%
The depositor's hits bear a star. Some of the compounds tested; the hit share may differ from the screen's.

item	structure	Wnt bcat act	phage Ecoli inh
1	COc1cccc(S(=O)(=O)N(C)C[C@@H]2Oc3cc(Br)ccc3S(=O)(=O)N([C@@H](C)CO)C[C@@H]2C)c1	-0.3	2.6
2	CCN(CC)CCN1CCN(c2cnc(C)cn2)CC1	-3.0	3.6
3	CCOC(=O)N1CCN(C(=O)C[C@@H]2C[C@@]3(C(=O)OC)CCCCC=C3N(Cc3cccc4ccccc34)C2=O)CC1	-3.0	2.9
4	COc1cccc(C(=O)NCCNc2nc3cc(C)cc(C)c3cc2C#N)c1	-1.7	1.5
5	COCCN1C(=O)CCC1(C)C(=O)NC1CCCC1 (stereo not drawn)	-0.6	2.9
6	Cc1ccc([C@H]2N[C@]3(CCCN(Cc4ccccc4)C3=O)[C@H]3C(=O)N(Cc4ccccc4)C(=O)[C@@H]23)cc1	-1.1	2.3
7	CCN(CC)C(=O)C1=C(C)N(Cc2ccc(C(C)(C)C)cc2)C(=O)C(CC(=O)NC2CCCCC2)C1 (stereo not drawn)	-4.4	0.1
8	COCCCNC(=O)C[C@H]1C[C@@]2(C(=O)OC)C(=C[C@H](C(C)(C)C)O[C@@H]2C)N(CCc2ccc(OC)c(OC)c2)C1=O	-1.8	1.2
9	Cc1ccc(S(=O)(=O)NC(=O)C2(C)CCN2C(=O)Cc2cc(F)ccc2F)nc1 (stereo not drawn)	9.5	3.7
10	COc1ccc2ccc(OC)c(/C=N/NC(=O)c3cc4ccccc4o3)c2c1	-1.9	2.5
11	CC(C)CNC(=O)C1(C)CCCN1C(=O)c1ccncc1 (stereo not drawn)	-0.3	0.8
12	CN(Cc1ccccc1)C(c1cc2ccccc2o1)c1nnnn1C(C)(C)C (stereo not drawn)	-1.1	3.9
13	Cc1ccc(S(=O)(=O)N2CCN(C(=O)c3cc(C4CC4)nn3-c3ccccc3)CC2)cc1	-3.1	2.2
14	COc1ccc(-c2ccc(CN3C(C)C(=O)N(Cc4cn(CCC5OCCCO5)nn4)CCS3(=O)=O)cc2)cc1 (stereo not drawn)	-0.9	-0.5
15	CCCCN(CCCC)Cc1cc(=O)oc2cc(C)cc(C)c12	-2.0	1.5
16	Cc1ccccc1S(=O)(=O)NC(=O)C1(C)CCN1C(=O)c1cccc2ccccc12 (stereo not drawn)	1.2	2.2
17	C=CCN(CC=C)Cc1cc(=O)oc2cc(OC)ccc12	-3.5	0.1
18	O=C(/C=C/[C@H]1O[C@@H](n2ccc(=O)[nH]c2=O)[C@H](O)[C@@H]1O)NCC1CCCO1 (stereo partly drawn)	-0.7	4.0
19	O=C(NCc1ccccc1)[C@@H]1CCCN1C(=O)[C@H]1CCCN1C(=O)c1ccc(F)c(C(F)(F)F)c1	-0.9	2.4
20	CCN1CCCC1CNC(=O)c1ccc2c(c1)NC(=O)/C(=C\c1ccccc1F)S2 (stereo not drawn)	-0.6	1.6
21	COC(=O)C1=C(C)N(Cc2ccc(C(F)(F)F)cc2)C(=NCc2cccc(C(F)(F)F)c2)NC1c1ccccc1C(F)(F)F (stereo not drawn)	-13.0	9.7
22	CCN(CC)CCN(C)C(=O)c1[nH]c(C(F)(F)F)nc1-c1ccccc1	-0.1	1.3
23	Clc1ccc2nc(-c3ccco3)c(Cc3ccccc3)n2c1	-5.3	1.2
24	CC(=O)NCCNc1nc2cc(-c3ccccc3)sc2c(=O)n1C	-0.2	1.6
25	O=C(NCc1cccnc1)c1csc([C@@H]2C[C@H](O)[C@@H](CO)O2)n1	-1.5	0.5
26	Cc1cc(C)c2cc(C#N)c(NCCCN)nc2c1	-0.8	2.5
27	C[C@H]1CN([C@@H](C)CO)C(=O)CCCn2cc(nn2)CO[C@@H]1CN(C)C(=O)Nc1ccnc(N2CCOCC2)c1	-1.4	1.7
28	CC(C)(C)S(=O)(=O)N1C[C@H]2C(=C(CCO)C[C@H]3C(=O)N(c4ccccc4)C(=O)[C@H]32)[C@@H]1CCO	-3.4	3.4
29	Cc1cccc(S(=O)(=O)NC(=O)C2(C)CCN2C(=O)CCc2ccccc2)c1 (stereo not drawn)	-2.3	0.8
30	C[C@@H]1CN([C@H](C)CO)C(=O)CCCn2nncc2CO[C@H]1CN(C)Cc1ccccc1C(F)(F)F	-3.3	2.4
31	COC(=O)C1=CN(c2ccc(OC)cc2OC)C(N)=C(C#N)C1c1ccccc1F (stereo not drawn)	-9.4	-2.3
32	CC1(C(=O)NCc2ccccc2)CCC(=O)N1C1CC1 (stereo not drawn)	-3.2	1.3
33	CCOC1=C2CN(S(=O)(=O)c3ccc(C)cc3)[C@H](c3ccccc3)C[C@@H]2N(S(=O)(=O)c2ccc(C)cc2)[C@H](c2cccs2)C1	-4.8	1.3
34	COCCNc1ncnc2c1ncn2[C@H]1CN(Cc2ccc(-c3ccccc3)cc2)C[C@@H](CO)O1	-1.3	0.3
35	CC(=O)N1C[C@H]2CON(C)[C@H]2C[C@H]1c1cccc(-c2ccc(C#N)cc2)c1	-1.7	-0.7
36	CC(C)(C)c1ccc(CC(=O)N2CCC2(C)C(=O)NS(=O)(=O)c2ccccc2Cl)cc1 (stereo not drawn)	-3.1	0.1
37	CC(C)NC(=O)C1(C)CCCN1C(=O)c1ccccc1Br (stereo not drawn)	2.7	3.5
38	Nc1ccn([C@@H]2O[C@H](CNS(=O)(=O)c3cc4ccccc4s3)[C@@H](O)[C@H]2O)c(=O)n1	-1.1	2.9
39	CCCN(C)C[C@H]1Oc2ncc(Br)cc2C(=O)N([C@@H](C)CO)C[C@@H]1C	-0.6	4.3
40	O=C(N[C@H](C(=O)N1CCC[C@H]1C(=O)NC1CCCC1)C1CCCCC1)C1CC1	-6.9	4.1
41	COc1ccccc1NS(=O)(=O)c1cc(N/C(=N/S(=O)(=O)c2ccccc2)c2ccc(F)cc2)ccc1Cl	-2.4	2.2
42	CC(CN1CC(=O)NC(=O)C1)N1CC(=O)NC(=O)C1 (stereo not drawn)	4.8	-0.3
43	COC(=O)c1ccc2nc(-c3ccco3)c(Cc3ccc(C)cc3)n2c1	-1.9	1.5
44	COc1ccc(C(C)(O)c2nc(-c3ccc(S(C)(=O)=O)cc3)cs2)cc1 (stereo not drawn)	0.1	1.7
45	CC1(Cc2ccc(Cl)cc2)C(=O)Nc2c(Cl)ccc(Cl)c21 (stereo not drawn)	-6.7	1.4
46	O=C(NCc1ccccc1)c1cc(C2CCCCN2S(=O)(=O)c2cccs2)on1 (stereo not drawn)	-1.6	1.8
47	C[C@H](CO)N1C[C@H](C)[C@H](CN(C)C(=O)Cc2cccnc2)Oc2ncc(Br)cc2C1=O	4.1	1.8
48	O=c1[nH]c(SCCc2ccccc2)nc2c1CCC2	-1.9	2.3
49	COC(=O)[C@H](NC(=O)c1cc([C@@H](NC(=O)OC(C)(C)C)C(C)C)sc1N)C(C)C	-0.9	2.8
50	Cc1cc(=O)oc2cc(OC(C)C(=O)N3CCOCC3)c(Cl)cc12 (stereo not drawn)	-2.4	1.6

Shown as labelled records: part of the list above
#44 COc1ccc(C(C)(O)c2nc(-c3ccc(S(C)(=O)=O)cc3)cs2)cc1 (stereo not drawn)
  Wnt bcat act = 0.1 | phage Ecoli inh = 1.7
#45 CC1(Cc2ccc(Cl)cc2)C(=O)Nc2c(Cl)ccc(Cl)c21 (stereo not drawn)
  Wnt bcat act = -6.7 | phage Ecoli inh = 1.4

(more compounds)
item	structure	Wnt bcat act	phage Ecoli inh
51	Cc1ccc(S(=O)(=O)N2C[C@H]3C(=O)C[C@@H](c4cccc5ccccc45)N(S(=O)(=O)c4ccc(C)cc4)[C@H]3C[C@H]2c2ccc(Cl)cc2)cc1	-1.9	-1.0
52	C=CCN=C1NC(c2cccc(Cl)c2)C(C(=O)OC)=C(C)N1Cc1cccc(C(F)(F)F)c1 (stereo not drawn)	-18.1	2.6
53	COC(=O)[C@]12C[C@H](CC(=O)N3CCCC3)C(=O)N(Cc3ccccc3)C1=C[C@H](C(C)C)O[C@@H]2C1CC1	-2.3	3.5
54	CN(CC(=O)Nc1cccc(Cl)c1)S(=O)(=O)/C=C/c1ccccc1	-0.7	1.7
55	Nc1nc(N)nc(-c2cccc([N+](=O)[O-])c2)n1	-0.9	2.1
56	COc1ccc(C=CC(=O)c2c(N)n(C)c(=O)n(C)c2=O)cc1	9.2	5.7
57	CCOC(=O)Nc1cc(OC)cc2ccc(C)nc12	-0.5	2.4
58	O=C(NCCc1ccccc1)c1ccc(-c2cccnc2)c2ccoc12	18.0	2.9
59	C[C@@H]1NS(=O)(=O)c2ccc(F)cc2O[C@@H]1c1ccccc1	1.8	1.5
60	CCOC(=O)c1ccc(S(=O)(=O)N2CCC(N3CCCCCC3)CC2)cc1	-1.6	0.1
61	Nc1ccc(S(=O)(=O)c2ccc(N)nc2)cc1	-2.5	2.4
62	COC(=O)[C@]12CCCCC=C1N(CCc1ccc(OC)c(OC)c1)C(=O)[C@H](CC(=O)NCc1cccc3ccccc13)C2	-4.8	0.0
63	CCC(c1nnnn1-c1ccc2c(c1)OCCO2)N1CCN(c2ccc(C(F)(F)F)cn2)CC1 (stereo not drawn)	0.0	1.5
64	Cc1cc(C)cc(CC(=O)N2CCC2(C)C(=O)NS(=O)(=O)c2ccccc2Cl)c1 (stereo not drawn)	0.7	1.4
65	Cc1cc(=O)n(Cc2ccco2)c(=S)[nH]1	1.8	3.3
66	CC1(C(=O)Nc2ccc3c(c2)OCO3)CCN1C(=O)CCc1cccs1 (stereo not drawn)	-3.4	5.2
67	C=C1C(=O)[C@]23C[C@H]1CC[C@H]2[C@]1(C)[C@@H](OC(C)=O)CC[C@@](C)(C(=O)O)[C@H]1C[C@@H]3OC(C)=O	-6.4	-2.8
68	CCOC(=O)[C@]12CCC=C1N(Cc1ccco1)C(=O)[C@H](CC(=O)N1CCC(c3ccccc3)CC1)C2	-2.3	-3.2
69	O=C(NCc1ccccc1Cl)[C@H]1CCCN1C(=O)[C@H]1CCCN1	-1.9	2.3
70	CCCNC(=O)c1cc(C2CCCCN2C(=O)c2cc(C(C)(C)C)nn2C)on1 (stereo not drawn)	-2.7	2.7
71	COc1ccc(C(C)(NC(C)=O)c2nc(-c3cncnc3)cs2)cc1 (stereo not drawn)	-4.4	3.5
72	C#CCN(C[C@@H]1[C@@H](OC(=O)NCc2ccccc2)[C@@H](OC(=O)NCc2ccccc2)CN(C(=O)OC(C)C)N1C(=O)OC(C)C)S(=O)(=O)c1ccc(C)cc1	-1.8	4.8
73	Nc1ncnc(N)c1NC(=O)c1ccccc1	9.2	4.2
74	COC(=O)C1=C(C)N(C)C(=NCc2ccccc2C(F)(F)F)NC1c1ccc(Cl)cc1 (stereo not drawn)	-3.6	1.9
75	O=C1NC[C@H](CCCCN2CCN(CCc3ccc(O)cc3)C(=O)C2=O)N(CCc2ccc(O)cc2)C1=O	0.0	3.3

Entries of single compounds from above.
CCOC(=O)[C@]12CCC=C1N(Cc1ccco1)C(=O)[C@H](CC(=O)N1CCC(c3ccccc3)CC1)C2 is entered as Wnt bcat act = -2.3; phage Ecoli inh = -3.2
CN(CC(=O)Nc1cccc(Cl)c1)S(=O)(=O)/C=C/c1ccccc1 is entered as Wnt bcat act = -0.7; phage Ecoli inh = 1.7
Cc1ccc(S(=O)(=O)N2C[C@H]3C(=O)C[C@@H](c4cccc5ccccc45)N(S(=O)(=O)c4ccc(C)cc4)[C@H]3C[C@H]2c2ccc(Cl)cc2)cc1 is entered as Wnt bcat act = -1.9; phage Ecoli inh = -1.0

The list goes on.
item	structure	Wnt bcat act	phage Ecoli inh
76	CC(C)(C)c1ccc(-c2cc(NC(=O)Cc3c[nH]c4ccccc34)ccc2Nc2cccnc2)cc1	-6.1	-0.8
77	Cc1cccc(-c2cnc(C(O)c3ccc(Cl)cc3C)[nH]2)c1 (stereo not drawn)	-0.8	1.2
78	CCCCCCCCN1C(=O)[C@@H](CC(=O)NCC23CC4CC(CC(C4)C2)C3)C[C@@]2(C(=O)OC)C1=C[C@H](C(C)(C)C)O[C@@H]2C	-7.3	2.1
79	CCN(CC)C(=O)C1=C(C)N(CCCOC)C(=O)C(CC(=O)NCCCCc2ccccc2)C1 (stereo not drawn)	-2.9	1.2
80	COc1ccc(CN2CCC[C@]3(N[C@H](c4ccc(C(F)(F)F)cc4)[C@@H]4C(=O)N(C)C(=O)[C@@H]43)C2=O)cc1	-1.2	3.2
81	COCC1CCCCN1C(=O)c1cc(COc2ccc(C)c(C)c2)on1 (stereo not drawn)	28.7	-0.2
82	CC1(C(=O)O)CCCN1C(=O)c1ccco1 (stereo not drawn)	-1.1	2.9
83	CCOc1cc(N2CCOCC2)c(OCC)cc1NS(=O)(=O)c1ccc2c(c1)CC(=O)N2	-0.6	2.8
84	CC(C)(C)c1ccc(C(=O)C2CC2)cc1	-2.0	3.5
85	CN1CCN(c2ccc(CNC(=O)c3ccc(-c4cnn(C)c4)c4ccoc34)cc2)CC1	4.3	-0.1
86	COc1ccc(S(=O)(=O)N(C)C[C@@H]2OCCCC[C@@H](C)Oc3ccc(NS(=O)(=O)c4cccs4)cc3C(=O)N([C@H](C)CO)C[C@@H]2C)cc1	-4.6	0.5
87	O=C(C[C@@H]1CC[C@@H]2[C@H](COC[C@H](O)CN2S(=O)(=O)c2ccccc2)O1)Nc1ccccc1	-3.1	2.0
88	CN(Cc1ccc(Cl)cc1Cl)C(=O)C1CC(=O)N(Cc2ccco2)C1 (stereo not drawn)	-0.4	-2.0
89	Cc1ccccc1NC(=O)CN1CCCC1	-0.5	3.1
90	N#Cc1ccc(Nc2nc(NCc3ccccc3)nc3ccsc23)cc1	-1.3	1.9
91	COCOCCn1cc(CN2CCS(=O)(=O)N(Cc3ccc(-c4ccc(C)cc4)cc3)C(C)C2=O)nn1 (stereo not drawn)	-2.4	0.9
